# CHO-K1 Ca ag – M1 agonist counterscreen hit in parental CHO-K1 cells. Fluo-8 calcium fluorescence; scaled to maximal ATP response, vehicle zero. activation, % at 3 µM. actives 0.48% (n = 360,000). AID 602248; in the data active means activation above about 15%;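 further: untransfected CHO-K1 host cells lacking M1 receptor as counterscreen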
# CHO parental Ca – counter-screen for OX1R antagonists: effect in parental CHO cells | parental CHO-K1, ATP-induced calcium, Fluo-8 fluorescence | inhibition, % at 5.6 µM | actives 0.63% (n = 330,000) | AID 463079;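 active means inhibition above that plate's mean sample inhibition plus 3 SD, cut at about 26% in these data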;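 further: 0% = ATP-challenged DMSO wells and 100% = DMSO wells without ATP; some compounds past the cut are filed as inactive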
#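 Assay system: parental CHO cells; Read-out basis: percent inhibition of ATP-evoked calcium rise, normalized to controls; Benchmarks: ATP and no-ATP DMSO wells; Compound dosing: single nominal dose of 5.6 µM per compound; Signal: Fluo-8 calcium dye fluorescence; Also added: ATP as calcium-mobilizing challenge; Repeats: singlicate.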
# M1 antag – human CHRM1 antagonism; P11229; CHO-K1 hM1, Fluo-8 calcium fluorescence, ACh EC80 antagonist; inhibition, % at 3 µM; actives 1.3% (n = 360,000);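 active means percent inhibition above its own plate's cutoff, namely the mean of that plate's compound wells plus 3 SD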;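 further: peak over basal fluorescence ratio during 140 s after agonist addition; 0% = ACh EC80 plus DMSO and 100% = DMSO alone without agonist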
# Target sequence (P11229 whole entry, looked up): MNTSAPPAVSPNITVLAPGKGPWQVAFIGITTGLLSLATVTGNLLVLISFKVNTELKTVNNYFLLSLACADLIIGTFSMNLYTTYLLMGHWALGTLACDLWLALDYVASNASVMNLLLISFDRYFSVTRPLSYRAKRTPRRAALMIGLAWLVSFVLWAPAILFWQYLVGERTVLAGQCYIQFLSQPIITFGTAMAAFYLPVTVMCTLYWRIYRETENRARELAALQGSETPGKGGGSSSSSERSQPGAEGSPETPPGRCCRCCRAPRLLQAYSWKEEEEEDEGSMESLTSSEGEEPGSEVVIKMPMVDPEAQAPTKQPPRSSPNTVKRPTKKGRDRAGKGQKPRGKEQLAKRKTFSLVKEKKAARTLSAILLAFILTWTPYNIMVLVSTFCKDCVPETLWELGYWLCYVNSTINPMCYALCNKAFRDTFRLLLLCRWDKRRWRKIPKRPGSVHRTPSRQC
# OXTR potentiate – human OXTR potentiation; actives 0.061% (n = 320,000); CHO-OTR cells, Fluo-8 calcium fluorescence, potentiator mode; 0% = oxytocin EC15, 100% = EC100; activation, % at 3 µM; AID 2445; P30559;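 active means activation above that plate's cutoff, the mean activation of tested compounds plus 3 SD, cut at about 6.6% in these data, passing the limit was not always enough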;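 further: 100% uses oxytocin at 75 nM as the full agonist control; some results filed as inactive read as strong as hits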
# Target sequence (P30559 whole entry, looked up): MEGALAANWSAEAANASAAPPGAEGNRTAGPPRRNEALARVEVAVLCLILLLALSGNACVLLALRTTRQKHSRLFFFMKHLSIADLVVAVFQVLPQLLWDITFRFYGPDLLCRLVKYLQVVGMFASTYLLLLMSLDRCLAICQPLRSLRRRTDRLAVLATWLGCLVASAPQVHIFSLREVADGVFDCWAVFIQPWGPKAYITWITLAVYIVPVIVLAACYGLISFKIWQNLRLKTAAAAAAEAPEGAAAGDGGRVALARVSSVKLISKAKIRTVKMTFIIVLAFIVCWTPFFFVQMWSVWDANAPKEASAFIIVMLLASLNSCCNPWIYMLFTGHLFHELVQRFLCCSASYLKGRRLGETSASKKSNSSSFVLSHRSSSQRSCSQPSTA
#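 assay system = CHO-OTR cells, human receptor | schedule = compound 6 min at room temperature before oxytocin, 100 s read | detection = Fluo-8 intracellular calcium fluorescence, ex 470-495, em 515-575 nm | evaluation = normalized max/min fluorescence ratio, % activation | control set = EC15 oxytocin alone as 0%, 75 nM oxytocin (EC100) as 100%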
# TAAR1 antag – human TAAR1 antagonism; Q96RJ0; CHO RD-HGA16 TAAR1, Fluo-8 calcium fluorescence, antagonist; inhibition, % at 3 µM; actives 1.5% (n = 360,000); AID 624466;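 active means inhibition above a per-plate cutoff, the mean inhibition of test compounds on that plate plus 3 SD, cut at about 49% in these data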;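 further: 0% = DMSO plus EC80 beta-PEA response and 100% = DMSO alone without agonist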
#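 Test system: RD-HGA16 CHO cells with stable hTAAR1 and Gα16 / Probe or stimulus: EC80 β-phenethylamine stimulus / Times: seeding 17-24 h prior, 75-min 37 °C, 30-min RT dye loading / Detection: Fluo-8 calcium-sensitive fluorescence / Read-out basis: % inhibition scaled between DMSO and EC80 PEA controls / Repeats: singlicate, one well per test compound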
# CHRM1 agonist – activates human CHRM1 receptor | actives 0.33% (n = 360,000) | CHO-K1 hM1, Fluo-8 calcium fluorescence, agonist mode; 0% DMSO, 100% acetylcholine EC100 | AID 588814 | activation, % at 3 µM | P11229;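 active means activation above the run's mean compound activation plus 3 SD, cut at about 16% in these data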;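 further: peak over basal fluorescence ratio within a 140 s kinetic read after compound addition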
# CHO-K1 Ca PAM – counter-screen for M1 PAMs: effect in parental CHO-K1 cells; activation, % at 3 µM; actives 0.02% (n = 360,000); ATP EC20, Fluo-8 calcium fluorescence; 0% at ATP EC20, 100% at ATP max;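 active means activation above the run cutoff, the mean activation of all test compounds plus 3 SD, cut at about 40% in these data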;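 further: peak over basal fluorescence ratio in a 140 s read after ATP addition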
# CHO-K1 Ca antag – M1 antagonist counterscreen hit in parental CHO-K1 cells. ATP-induced calcium, Fluo-8 fluorescence. inhibition, % at 3 µM. actives 0.6% (n = 360,000);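 active means inhibition above a per-plate cutoff, the plate's mean sample inhibition plus 3 SD, cut at about 24% in these data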;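 further: 0% = DMSO plus EC80 ATP and 100% = DMSO alone without ATP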
# TAAR1 ag – human TAAR1 agonism. Q96RJ0. CHO RD-HGA16 TAAR1, Fluo-8 calcium fluorescence; vehicle wells 0%, saturating PEA agonist 100%. activation, % at 3 µM. actives 0.99% (n = 360,000). AID 624467;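 active means activation above the mean activation of all test compounds in the run plus 3 SD, cut at about 38% in these data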
#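 Assay system: CHO-derived RD-HGA16 cells with stable Gα16 and human TAAR1; timing: 17-24 h seeding, 75 min 37 °C dye, 30 min RT; read-out: % activation from peak over basal fluorescence ratio, DMSO-to-PEA scaled; measured by: kinetic Fluo-8 calcium fluorescence; benchmarks: low control DMSO, high control PEA (EC100); doses: 3 µM single concentration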
# The depositor's hits bear a star; · = not tested or not shown.
SMILES,CHO-K1 Ca ag,CHO parental Ca,M1 antag,OXTR potentiate,TAAR1 antag,CHRM1 agonist,CHO-K1 Ca PAM,CHO-K1 Ca antag,TAAR1 ag
COc1ccc(/C=N/Nc2nnc(-c3ccccc3)c(=O)[nH]2)cc1,-0.2,-8,-8,-1,-1,-7,15,-3,3
COc1ccc(-n2nc3c(c2NC(=O)CC(C)C)CS(=O)C3)cc1 (stereo not given),2.0,-4,-1,-8,-12,0,7,-15,0
Fc1cccc(Cc2c(-c3cccc(Cl)c3)nc3c4ccccc4ccn23)c1,0.2,·,-15,·,-23,-1,-6,-8,1
CCC1CN(C(=O)NCc2cccc(OC)c2)c2cc(Cl)ccc2O1 (stereo not given),4.5,·,4,·,-4,-9,14,7,-3
CC1(C)NC(=O)N(CC(O)COc2ccccc2C(=O)Nc2ccccc2)C1=O (stereo not given),3.0,-12,2,-1,34,14,14,2,12
CCCC(=O)Nc1c2c(nn1-c1ccccc1)CSC2,-0.3,-6,5,-8,-8,-2,8,6,0
Cc1csc(CN(C)C(=O)C2CCC(=O)N(CCN(C)C)C2)n1 (stereo not given),0.6,-2,-12,3,-8,-4,2,-15,2
COc1ccc(N(CC(=O)Nc2c(C)n(C)n(-c3ccccc3)c2=O)S(=O)(=O)c2ccccc2)cc1OC,0.2,2,-8,-1,12,-8,18,-3,-3
COc1ccccc1CNC(=O)C(=O)c1cn(CC(=O)N2CCCCC2)c2ccccc12,1.7,·,-5,·,21,-6,-5,-6,2
CCCOc1ccc(F)cc1-c1cc(C(=O)Nc2ccc(OC)c(OC)c2)[nH]n1,2.5,·,2,·,7,-5,10,-5,5
Nc1ccc(S(=O)(=O)N2CCCc3ccccc32)cc1,-0.1,12,-18,0,-8,-2,16,-3,0
Cn1c(C(=O)N2CCCc3ccccc32)cc2sccc21,-0.1,-18,-15,-5,9,-3,6,-40,8
O=C(Nc1nnc(CCS(=O)(=O)c2ccc(Br)cc2)s1)c1ccc([N+](=O)[O-])cc1,0.0,-1,-18,-1,-6,-2,6,-2,2
CCC(CC)c1nnc(NC(=O)C2CC(=O)N(CCc3ccc(F)cc3)C2)s1 (stereo not given),2.8,-20,2,-11,-6,-6,3,-14,3
O=C(c1cc(COc2cccc3cccnc23)on1)N1CCC[C@H]1CO,0.6,·,-14,·,-12,0,7,10,2
COc1ccc(OC)c(CCNC(=O)c2cccc(NC3=NC4CS(=O)(=O)CC4S3)c2)c1 (stereo not given),0.4,-1,-13,-2,-6,-5,3,4,4
CC(C)[C@H](NC(=O)c1ccccc1)C(=O)OCc1nnc(-c2ccccc2)o1,2.1,-23,-5,-9,-6,0,16,-8,6
Cc1ccc(C(=O)NC2=NCCS2)cc1Cl,0.5,·,-15,·,·,-4,7,-1,·
CC(C)NC(=O)N(O)C1N(C(C)C)C(=O)N(Cc2ccc3c(c2)OCO3)C1(C)C (stereo not given),5.5,-10,16,0,-15,-2,6,-10,1
O=C(/C=C/c1ccco1)NC(=S)Nc1ccc(O)c(-c2nc3ccccc3s2)c1,0.3,-2,3,-2,-7,-6,14,-4,2
CCOC(=O)C1CCCN(C(=O)C2CCN(S(=O)(=O)c3c(C)noc3/C=C/c3ccccc3F)CC2)C1 (stereo not given),1.0,-22,-3,-6,5,-3,1,-20,-1
COc1ccc(F)cc1S(=O)(=O)N1CCN(c2ccccn2)CC1,2.3,2,-4,-5,3,-4,12,-10,2
Cc1ccc(S(=O)(=O)N2CCN(CCC#N)CC2)cc1,0.2,3,1,1,-9,-4,5,-10,0
COc1ccc(-n2c(SCc3ccc(C#N)cc3)nnc2-c2ccccn2)cc1,1.2,-12,-8,-4,5,-4,3,-9,1
CC(=O)c1cc(-c2ccccc2)n(CC(=O)N2CCCCC2)c1C,0.8,-1,-4,-3,-15,0,0,8,5
SMILES,CHO-K1 Ca ag,CHO parental Ca,M1 antag,OXTR potentiate,TAAR1 antag,CHRM1 agonist,CHO-K1 Ca PAM,CHO-K1 Ca antag,TAAR1 ag
Cc1ccsc1-c1cc(C(=O)O)c2c(ccc3ccccc32)n1,3.8,1,-16,-4,4,-2,17,-6,1
Cc1occc1C(=O)NC1CCCN(Cc2ccc(CC(C)C)cc2)C1 (stereo not given),3.8,-22,4,-5,-17,-1,12,-7,1
Cc1ccc(S(=O)(=O)N2CCOCC2)cc1NC(=O)COC(=O)CNC(=O)c1ccc(Cl)cc1Cl,5.9,·,-13,·,-29,0,13,-9,3
O=C(CS(=O)(=O)c1cn(Cc2ccc(Cl)cc2)c2ccccc12)N1CCCC1,2.0,-20,-9,-9,-13,9,22,-16,5
CC(=O)c1c(C)[nH]c(C(=O)CSc2nnc(NC3CC3)s2)c1C,7.2,·,0,·,-8,-1,3,-9,7
COC(=O)CSc1ccc(C#N)c(SCC(=O)OC)c1,0.4,9,-6,-14,1,-3,7,-1,3
C=CCOc1ccc(Br)cc1/C=N/O,-0.2,1,-8,-3,12,-5,11,3,8
CC1(C)CC(=O)C=C(c2ccc(-c3ccccc3)cc2)C1=O,1.0,·,21,·,13,1,10,-9,3
Nc1cccc2c1C(=O)c1ccc(Cl)cc1C2=O,3.3,·,1,·,22,1,17,-12,2
Cc1ccc2[nH]c(C)c(CCNC(=O)c3c(N)no[n+]3[O-])c2c1,1.7,2,-9,-9,-7,-3,14,-12,6
Cc1ccc(Cl)c(NC(=O)COC(=O)C2CCC2)c1Cl,5.9,3,-6,-5,6,-1,0,5,3
CCCCSc1ccc2nc(-c3ccc(C#N)cc3)cn2c1,2.1,1,9,-16,50*,-4,0,-6,19
CC(C)(C)c1ccc(C(=O)N/N=C/c2ccccn2)cc1,0.6,-17,-12,0,21,-7,10,-12,7
O=c1cc(-c2ccccc2Cl)oc2cc(O)cc(O)c12,0.5,-5,6,-11,13,-4,6,-10,3
COc1ccc(NC(=O)Nc2ccccc2F)cc1,3.1,13,-26,-2,-26,-4,14,-19,9
Nc1ncnc2c1cnn2C1CC(O)C(CO)O1 (stereo not given),0.5,·,-11,·,13,0,13,4,1
COc1ccc(CC(=O)OC(C)C(=O)Nc2c(C)n(C)n(-c3ccccc3)c2=O)cc1OC (stereo not given),1.0,-13,-12,6,-14,-4,10,-14,14
O=C(C(=O)c1ccc(O)c(O)c1)c1ccc(O)c(O)c1,0.8,·,1,·,6,1,28,-4,2
COc1ccc(NC(C)=O)cc1S(=O)(=O)Nc1ccccc1C(=O)N1CCCC1,-0.1,-3,-14,2,-21,-3,7,-10,5
Cc1c(CC(=O)NCC(=O)NCC(=O)O)c(=O)oc2c(C)c3oc4c(c3cc12)CCCC4,-0.1,·,-6,·,-6,-2,4,6,3
O=C1/C(=C\c2ccncc2)SC(=S)N1C1CCCCC1,0.7,-5,-20,-1,-6,-7,19,-9,4
O=C(c1ccc([N+](=O)[O-])c(CS(=O)(=O)c2ccc(Cl)cc2)c1)N1CCCC1,0.6,0,-3,-1,-16,-10,-1,2,12
Cc1ccc(C)c(S(=O)(=O)NCCN2CCOCC2)c1,2.0,1,-6,-5,-20,-5,6,-12,7
CC(=O)c1ccccc1OCC(O)CN1CCN(c2ccccn2)CC1 (stereo not given),0.7,-17,-1,-1,-24,-6,-20,-4,2
COC(=O)CCCC1=CC2=CC(=O)C(C)(OC(=O)c3cccs3)C(=O)C2=CN1CCc1c[nH]c2ccccc12 (stereo not given),-0.6,1,3,-5,8,0,9,3,13
SMILES,CHO-K1 Ca ag,CHO parental Ca,M1 antag,OXTR potentiate,TAAR1 antag,CHRM1 agonist,CHO-K1 Ca PAM,CHO-K1 Ca antag,TAAR1 ag
O=C(COc1cccc2ccccc12)N/N=C/c1ccco1,0.5,0,9,-7,-15,-1,-23,6,7
Cn1c(=O)[nH]c(=O)c2c1nc(NCc1ccccc1)n2CCCc1ccccc1,-0.5,-29,10,-8,-13,0,-10,26*,7
C[C@H](CO)N1C[C@H](C)[C@@H](CN(C)S(=O)(=O)c2ccc(F)cc2)Oc2c(NC(=O)Cc3ccccc3)cccc2C1=O,0.8,-24,-10,-7,-1,-8,21,-7,1
COc1ccc(-c2nnc(SCC(=O)N(Cc3ccccc3)C(C)(C)C)o2)cc1OC,1.5,-17,-7,1,7,-5,26,-12,8
Cc1c(NCc2cc(Cl)ccc2O)c(=O)n(-c2ccccc2)n1C,1.9,1,-1,2,26,-3,21,0,50*
Cc1ccc(S(=O)(=O)N2CCN(S(=O)(=O)N(C)C)CC2)c(C)c1,4.5,-4,12,-4,-1,-5,12,-21,2
O=S(=O)(c1ccccc1)N1CCN(Cc2ccccc2)c2ccccc21,-1.3,·,5,·,-14,-2,15,-1,2
CC(C)(C)c1ccc(OCCC(=O)OCC(=O)NC2CC2)cc1,5.9,-7,-7,-11,-11,4,16,-5,8
COc1ccccc1Oc1ccc(N2CC(C(=O)OCC(=O)c3ccc(F)cc3)CC2=O)cc1 (stereo not given),7.7,·,7,·,12,1,-5,-9,-1
Cc1ccccc1-c1nc(CS(=O)(=O)CC(=O)NCCCN2CCCC2)c(C)o1,2.5,-20,-17,-7,-23,-9,13,3,-1
O=C(O)C1=NN(c2c(F)c(F)cc(F)c2F)C(=O)CC1,1.5,-6,-18,3,-7,-2,14,-13,4
COc1ccc(OCc2cc(C(=O)N(C)C3CCOCC3)no2)c2ccccc12,6.0,-26,13,-8,14,5,-16,6,13
CC(/C=C/c1ccco1)=N\NC(=O)C(O)c1ccccc1 (stereo not given),0.1,-4,-5,2,1,-3,0,6,1
Cc1ccc(-c2nnn(CC(=O)N(Cc3ccccc3)C(C(=O)NC3CCCC3)c3ccncc3)n2)o1 (stereo not given),0.1,-19,-2,-1,-3,-8,27,-14,4
Cc1ccccc1-n1c(=O)c2ccccc2n2cnnc12,0.3,1,-11,4,-1,-3,16,-6,6
O=C(O)c1cccc(-n2cccc2/C=C\[N+](=O)[O-])c1,0.9,1,7,0,-32,-2,-4,-8,4

# Rewritten field by field: 2 of the compounds above
compound: COc1ccc(NC(C)=O)cc1S(=O)(=O)Nc1ccccc1C(=O)N1CCCC1
  CHO-K1 Ca ag = -0.1 | CHO parental Ca = -3 | M1 antag = -14 | OXTR potentiate = 2 | TAAR1 antag = -21 | CHRM1 agonist = -3 | CHO-K1 Ca PAM = 7 | CHO-K1 Ca antag = -10 | TAAR1 ag = 5

compound: CC(C)[C@H](NC(=O)c1ccccc1)C(=O)OCc1nnc(-c2ccccc2)o1
  CHO-K1 Ca ag = 2.1 | CHO parental Ca = -23 | M1 antag = -5 | OXTR potentiate = -9 | TAAR1 antag = -6 | CHRM1 agonist = 0 | CHO-K1 Ca PAM = 16 | CHO-K1 Ca antag = -8 | TAAR1 ag = 6

# From PubChem
